High-throughput results deposited in PubChem by several laboratories.
UHRF1 binding: blocks human UHRF1 binding to methylated DNA. 370,000 compounds, 0.75% hits. Q96T88. inhibition, % at 4.4 µM. AID 687016. UHRF1 binding to methylated oligo, TR-FRET; in the data active means inhibition above about 21%;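 further: UHRF1 SRA domain binding a hemimethylated CpG hairpin DNA probe; 0% = median of test compound wells and 100% = reference inhibitor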
ASAP1 GAP inh: blocks human ASAP1-stimulated Arf1 GTP hydrolysis | Q9ULH1 | GDP FP detection | inhibition, % at 16.5 µM | 360,000 compounds, 0.19% hits; in the data active means inhibition above about 25%;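 further: 0% = vehicle with enzyme and substrate and 100% = no enzyme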
sPLA2-III inh: Inhibits HGIII-sPLA2 liposome hydrolysis, primary screen. Q9NZ20. QFRET BODIPY PC-A2 liposome hydrolysis, fluorescence. inhibition, % at 12.2 µM. 370,000 compounds, 0.56% hits;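 active means inhibition above mean plus 3 SD of compounds lying within the high and low control bounds, cut at about 19% in these data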;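 further: 0% = median of test compound wells and 100% = no enzyme DMSO wells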
PLC-beta3 inh: inhibitors of human phospholipase C beta3; 370,000 compounds, 0.18% hits; Q01970; inhibition, % at 12.2 µM; Purified PLC-beta3, fluorogenic substrate, fluorescence; in the data active means inhibition above about 11%;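 further: 0% = median of compound wells on plate and 100% = full blocker control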
PLCg1 inh: blocks human PLC-gamma1 enzyme activity | 370,000 compounds, 0.84% hits | inhibition, % at 12.2 µM | purified PLC-gamma1, fluorogenic substrate, fluorescence; in the data active means inhibition above about 9.5%
Rev-erbA mod: modulators of human Rev-erb alpha DNA binding; P20393; Rev-erbα–FITC-DNA binding, fluorescence polarization, 90 min; activity, % at 10 µM; 370,000 compounds, 0.79% hits;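 active means activity above about 14%, limit read from the data; passing the limit was not always enough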;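 further: 0% = DMSO wells with 35 nM protein and 100% = DMSO wells with 750 nM protein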
Target sequence (P20393 whole entry, looked up): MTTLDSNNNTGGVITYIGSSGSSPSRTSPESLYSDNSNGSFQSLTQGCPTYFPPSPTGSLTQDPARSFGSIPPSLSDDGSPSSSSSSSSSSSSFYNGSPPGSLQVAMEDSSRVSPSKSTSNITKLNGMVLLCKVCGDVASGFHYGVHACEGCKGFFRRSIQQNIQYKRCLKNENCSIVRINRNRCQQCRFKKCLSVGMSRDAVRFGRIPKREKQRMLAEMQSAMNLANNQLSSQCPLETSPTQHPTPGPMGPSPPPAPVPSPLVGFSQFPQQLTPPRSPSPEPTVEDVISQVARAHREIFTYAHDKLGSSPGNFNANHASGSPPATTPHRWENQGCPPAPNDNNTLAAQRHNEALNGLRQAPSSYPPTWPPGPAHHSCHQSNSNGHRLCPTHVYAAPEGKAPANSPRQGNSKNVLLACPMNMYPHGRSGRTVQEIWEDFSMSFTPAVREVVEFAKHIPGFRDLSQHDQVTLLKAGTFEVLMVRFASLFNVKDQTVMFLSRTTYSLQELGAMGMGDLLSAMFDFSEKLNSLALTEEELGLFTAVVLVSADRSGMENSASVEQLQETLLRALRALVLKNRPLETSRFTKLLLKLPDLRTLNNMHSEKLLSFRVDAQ
Tn7 DDE FP: disrupts Tn7 cyclic peptide binding to fibrin D-Dimer-E complex; 370,000 compounds, 0.13% hits; inhibition, % at 8.3 µM; P02675; FP displacement of FITC-Tn7 peptide from fibrin DD(E); 0% = median of compound wells per plate;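 active means inhibition above the mean of compounds falling within the control limits plus 3 SD of them, cut at about 14% in these data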;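 further: 0% = plate median of compound wells and 100% = 10 µM Aha-Tn7 peptide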
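Measure: % inhibition scaled between sample-field median and high-control FP; Test system: human fibrin DD(E); Quantity: 2 µM final DD(E) protein; Doses: one dose, 8.3 µM nominal; Schedule: compound with protein 10 min, then 3 h after probe, room temperature; Detection: fluorescence polarization; Medium: Tris buffer with calcium and detergent, pH 7.8.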
ARFGAP1 inh: inhibitors of rat ARFGAP1; Q62848; Arfgap1-stimulated ARF1 GTP hydrolysis, GDP FP detection; inhibition, % at 16.5 µM; 360,000 compounds, 0.26% hits;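 active means inhibition above a per-plate limit, mean inhibition of low control wells plus 3 SD, cut at about 25% in these data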;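 further: 0% = DMSO wells with enzyme and 100% = wells lacking Arfgap1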
Target sequence (Q62848 1-136 limits assumed): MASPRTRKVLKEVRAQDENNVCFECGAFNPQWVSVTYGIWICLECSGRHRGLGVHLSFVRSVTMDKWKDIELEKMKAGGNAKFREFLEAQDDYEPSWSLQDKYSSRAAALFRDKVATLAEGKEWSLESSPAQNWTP
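material = rat Arfgap1 catalytic domain, aa 1-136 | also added = human ARF1(Δ1-17)-GTP substrate | compound dosing = one concentration, 16.5 µM, DMSO 1.26% | times = GTP hydrolysis reaction 2 h at 25 °C | measured by = FP, GDP Alexa 633 tracer displaced from anti-GDP antibody, 620/688 nm | evaluation = percent inhibition of Arfgap1-stimulated GTP hydrolysis | replication = single well per compound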
Tn6 DDE FP: inhibitors of Tn6 peptide binding to human fibrin DD(E); P02675; Fibrin DD(E) TRITC-Tn6 fluorescence polarization displacement; inhibition, % at 8.3 µM; 370,000 compounds, 0.21% hits; AID 720509;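 active means inhibition above a per-campaign cutoff: mean of compounds within control limits plus 3 SD, cut at about 15% in these data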;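 further: 0% = median of all compound wells on the plate and 100% = blocking peptide control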
proKLK7 act: activates the human kallikrein-7 zymogen; P49862; purified proKLK7, EDANS-DABCYL substrate fluorescence; 100% is mature enzyme control, 0% vehicle; activation, % at 7 µM; 370,000 compounds, 0.9% hits; AID 652039;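 active means activation above the mean of all tested compounds plus 3 SD, computed per campaign excluding outliers beyond control limits, cut at about 13% in these data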
Target sequence (P49862 whole entry, looked up): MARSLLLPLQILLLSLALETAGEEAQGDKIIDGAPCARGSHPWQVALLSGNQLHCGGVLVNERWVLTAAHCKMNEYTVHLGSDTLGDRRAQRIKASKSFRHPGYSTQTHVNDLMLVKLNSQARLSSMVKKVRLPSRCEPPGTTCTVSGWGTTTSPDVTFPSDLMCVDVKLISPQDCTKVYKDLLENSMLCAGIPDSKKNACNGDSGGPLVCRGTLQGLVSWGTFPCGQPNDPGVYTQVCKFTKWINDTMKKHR
* marks the source's active call; other numbers are inactive results; nt = not tested or not shown. Compounds were not picked by outcome, and some 4.5% of all compounds hit somewhere here.

SMILES	UHRF1 binding	ASAP1 GAP inh	sPLA2-III inh	PLC-beta3 inh	PLCg1 inh	Rev-erbA mod	Tn7 DDE FP	ARFGAP1 inh	Tn6 DDE FP	proKLK7 act
Cc1ccccc1OCC(=O)OCC(=O)c1cc(C)n(C2CC2)c1C	-4	6	4	-5	-1	9	-2	2	-3	0.0
CC(/C=N/NC(=O)c1cc(-c2ccc(Cl)cc2)nc2ccccc12)=C\c1ccco1	-2	-1	-6	-17	-17	1	2	1	-11	-13
CCOC(=O)c1c(N2C(=O)CC(Sc3ccccc3C(=O)O)C2=O)sc2c1CCCC2 (stereo unspecified)	1	4	-12	-5	-7	4	0	-10	-4	0.6
Cc1ccc(Nc2nc(N)nc(CC#N)n2)cc1	1	2	-17	-6	-3	-2	1	12	3	0.2
COC(=O)CCCC(=O)N1CCCC(CNS(=O)(=O)c2ccc(OC)cc2)C1 (stereo unspecified)	0	6	-2	-5	1	nt	-3	2	-6	0.2
O=C(NC1(O)C(=O)c2ccccc2C1=O)c1ccc(C(F)(F)F)cc1	-2	21	4	-7	2	8	2	6	-5	1.1
Cc1ccc(NC(=O)C2CCCN(S(=O)(=O)c3ccc4[nH]c(=O)ccc4c3)C2)cc1C (stereo unspecified)	7	7	14	1	-3	5	1	-2	-11	0.2
CC(C)(C)c1ccc(C(=O)OCCNC(=O)c2c(Cl)nc3ccccn23)cc1	5	1	-28	-5	0	5	4	12	-2	0.1
CS(=O)(=O)c1ccc(NC(=O)C2CCCN(C(=O)c3ccc(Cl)cc3)C2)cc1 (stereo unspecified)	0	4	6	-8	0	-1	-3	-2	7	-0.4
Cc1ccc(S(=O)(=O)N2[C@@H](c3cccc(Cl)c3)C(C(=O)O)=CC[C@H]2c2cccc(Cl)c2)cc1	0	-6	-5	1	-1	-6	4	-1	2	0.6
O=C(NN1C(=O)CSC1=S)c1cccnc1	-1	18	-8	-15	-11	1	-1	12	3	0.0
COC(=O)[C@]1(Cc2ccccc2)N[C@H](CN(C)C(=O)Nc2ccc(F)cc2)[C@@H]2C(=O)N(Cc3ccccc3)C(=O)[C@@H]21	3	14	-1	-5	-1	4	-3	-10	-5	0.2
CC1CCc2c(sc3ncn(CC(=O)N=Nc4c(O)[nH]c5ccccc45)c(=O)c23)C1 (stereo unspecified)	-4	-10	5	8	3	-5	-2	5	-1	0.4
O=C(c1ccccc1Cl)N1CCC(N2CCC(C(=O)N3CCCC3)CC2)CC1	1	-7	-2	-8	-2	-4	-2	2	-3	-0.5
COc1ccc(N(Cc2cc(=O)[nH]c3ccccc23)C(=O)C(C)C)cc1	1	-1	-4	-2	-3	1	0	1	3	-0.3
CCCCCN(C(=O)CCC(=O)OCCOc1cccc(C)c1)c1c(N)n(CCCC)c(=O)[nH]c1=O	-1	-4	-1	-8	-2	-3	0	1	-9	-0.2
Nc1cc2c(cc1Br)-c1ccc(F)cc1C2=O	-2	5	18	8	5	-40	-5	15	-2	-0.3
Nc1nc(SCC(=O)c2c(N)n(C3CC3)c(=O)[nH]c2=O)n[nH]1	2	2	3	-3	-1	-5	4	-7	-6	-0.1
CN(C)CCCN(C(=O)c1ccc(C(=O)c2ccccc2)cc1)c1nc2cc3c(cc2s1)OCO3	0	4	6	-8	3	-2	-1	6	-7	0.7
CC(NC(=O)C1CCCN(S(=O)(=O)N2CCOCC2)C1)c1ccccc1 (stereo unspecified)	-1	-5	7	-9	2	-5	8	4	-3	-0.2
COc1ccccc1/C=C/C(=O)OCC(=O)Nc1nnc(-c2ccccc2)o1	-1	-12	-7	-44	-32	-7	-8	0	-5	-1.1
Cc1ccc(Nc2nc(N)c([N+](=O)[O-])c(N3CCCC(C)C3)n2)cc1C (stereo unspecified)	0	7	-6	2	-1	-2	3	0	-3	0.8
CCOc1ccc(C(=O)NCC(=O)OCC(=O)N2C(C)CCCC2C)cc1 (stereo unspecified)	-1	3	-3	1	1	3	8	-2	-7	-0.4
COc1ccc(-c2ccc(=O)n(Cc3cc(=O)n4ccccc4n3)n2)cc1	0	5	8	-475	-382	-3	6	-1	-2	3.1

Structural class: those above containing an aryl thioether with sulfur outside any ring.
SMILES	UHRF1 binding	ASAP1 GAP inh	sPLA2-III inh	PLC-beta3 inh	PLCg1 inh	Rev-erbA mod	Tn7 DDE FP	ARFGAP1 inh	Tn6 DDE FP	proKLK7 act
CCOC(=O)c1c(N2C(=O)CC(Sc3ccccc3C(=O)O)C2=O)sc2c1CCCC2 (stereo unspecified)	1	4	-12	-5	-7	4	0	-10	-4	0.6
Nc1nc(SCC(=O)c2c(N)n(C3CC3)c(=O)[nH]c2=O)n[nH]1	2	2	3	-3	-1	-5	4	-7	-6	-0.1

(listing goes on)
SMILES	UHRF1 binding	ASAP1 GAP inh	sPLA2-III inh	PLC-beta3 inh	PLCg1 inh	Rev-erbA mod	Tn7 DDE FP	ARFGAP1 inh	Tn6 DDE FP	proKLK7 act
Cc1ccccc1COC(=O)CNC(=O)c1sc2ccccc2c1Cl	-3	8	-16	-4	3	7	2	6	0	0.3
COc1ccc2nc(SCC(=O)Nc3ccc(S(=O)(=O)Nc4onc(C)c4C)cc3)[nH]c2c1	1	-3	-26	4	-20	-1	7	-4	6	0.7
COc1ccc(OC)c(CCNC(=O)c2ccc(CS(=O)Cc3ccc(Cl)cc3)o2)c1 (stereo unspecified)	2	7	-7	-4	2	1	2	0	-2	0.5
COc1cc(OC)cc(C(=O)NCCCCCCNC(=O)c2cc(OC)cc(OC)c2)c1	0	7	-5	-7	1	1	-8	-1	11	-0.7
COc1ccc(NC(=O)N(C)C[C@H]2OCCCC[C@H](C)Oc3ccc(NC(=O)Nc4cccc5ccccc45)cc3C(=O)N([C@@H](C)CO)C[C@H]2C)cc1	-1	-12	-20	-72	-51	12	6	1	0	-7.6
O=S(=O)(Nc1ccc2c(c1)OCO2)c1ccc(Br)s1	-6	-5	-4	-4	-5	-6	11	-2	3	0.0
CCOc1ccc(C2CC(c3ccc(CC)cc3)Nc3nc(N)nn32)cc1 (stereo unspecified)	1	14	22*	-3	4	-1	10	4	5	0.4
COc1ccc(/C=C/c2nc(N)nc(-c3ccccc3O)n2)cc1OC	0	21	8	-3	-4	-1	1	30*	-3	0.3
S=C(Nc1ccccc1)Nc1nc2ccccc2n1CCOc1ccc(Br)cc1	-7	-8	7	-2	-7	2	0	0	-3	-1.3
CCCCn1nc(C(=O)N(C)CC(=O)Nc2cccc(F)c2)c2ccccc2c1=O	2	2	1	4	3	7	-9	-7	0	-0.4
COC(=O)c1sccc1S(=O)(=O)Nc1ccc(Cl)cc1	0	0	-12	-9	0	2	4	15	4	-0.9
C#CCNC(=O)C1=C[C@@H](C2CC2)C[C@@H](OCc2ccc(CO)cc2)O1	5	15	3	4	4	-3	5	-10	4	0.3
Clc1cccc(/C=N/Nc2ncnc3ccccc23)c1	-3	5	3	-64	-48	7	1	11	1	0.8
O=C(Cc1ccc(Br)c2ccccc12)N/N=C/c1ccccn1	-3	-10	-11	0	0	7	-3	9	-2	0.1
O=C(O)/C=C/c1ccc(O)c(O)c1	-1	-1	4	-30	-24	-1	-6	19	-2	-2.6
Cc1c(NC(=O)Nc2cccc(Cl)c2)c(=O)n(-c2ccccc2)n1C	0	7	6	3	-1	-2	-5	9	2	0.3
COc1ccc(N(CC(=O)N2CCCC2)S(C)(=O)=O)cc1	-2	-1	1	-4	-1	-2	-10	-2	2	0.5
CCN1CCCC1CNCc1ccc(OCc2ccc(Cl)nc2)c(OC)c1 (stereo unspecified)	-4	6	-3	-7	2	-3	-3	-4	-2	0.5
Cc1cc(NC(=O)CSc2nnc(-c3c[nH]c4ccccc34)n2C)no1	2	1	-2	4	2	4	-5	3	-2	0.3
CC1(C(=O)NS(=O)(=O)c2cccc(Cl)c2)CCN1C(=O)Cc1ccccc1 (stereo unspecified)	0	-7	3	4	5	-11	2	-5	-1	0.0
Cc1ccc2nc(SC(C)C(=O)NCc3ccco3)[nH]c2c1 (stereo unspecified)	-2	-1	-7	1	2	-2	0	-3	-3	-0.1
CC(=O)c1cnc2cc(C)nn2c1C	1	6	5	-13	-9	-1	-3	5	-6	-0.2
Cc1cnccc1CN(C)Cc1cn(C)nc1-c1ccc(Oc2ccccc2)cc1	0	4	-13	-1	-7	1	-3	-6	0	0.4
O=C(NNS(=O)(=O)c1ccccc1)c1ccc(F)cc1	0	-10	-2	-4	-1	7	5	-12	2	-0.9
CCn1c(SCC(=O)NCc2ccc(C)cc2)nnc1-c1ccncc1	2	3	11	-1	-1	0	-8	10	-9	0.2
COc1cccc(-c2cccc(NC(=O)C3CCN(Cc4ccc(CO)o4)CC3)c2)c1	-1	0	0	-11	-1	2	-4	0	-1	0.5
CCOC(=O)N1CCN(Cc2nc(-c3cccs3)no2)CC1	-2	19	-4	-7	0	3	-4	-7	4	-0.3
COCC(=O)Nc1c(I)c(C(=O)NCC(O)CO)c(I)c(C(=O)N(C)CC(O)CO)c1I (stereo unspecified)	-3	7	-1	3	-3	6	-7	9	-3	-0.4
Nc1nc(-c2ccc(Br)s2)c(Br)s1	-2	3	-1	1	1	-1	-3	4	-8	-0.2
O=C(N/N=C/c1ccc(N2CCOCC2)cc1)c1ccccn1	-1	-6	-2	-27	-10	1	-8	-2	10	-1.8
CC1CCCN(C(=O)Cn2nnc(-c3ccc([N+](=O)[O-])cc3)n2)C1 (stereo unspecified)	29*	6	8	-11	1	-3	2	6	-5	0.2
O=C(OCCCN=C1NS(=O)(=O)c2ccccc21)c1ccc(F)cc1	1	14	8	2	0	3	4	-1	3	0.1
CCCCSc1nnc(-c2ccc(NC(=O)CCc3ccccc3)cc2)n1C	0	5	-5	-2	0	4	-2	0	9	0.1
O=C(Nc1nc2ccc(S(=O)(=O)N3CCOCC3)cc2s1)c1cccs1	1	-4	4	-57	-46	4	6	10	-4	0.8
Nc1nnc(SCC(=O)Nc2ccc3c(c2)OCCO3)s1	-1	-13	-1	0	0	1	-5	9	0	0.0
O=C(Cn1c(=O)n(-c2ccccc2)c(=O)c2oc3ccccc3c21)Nc1ccccc1	6	0	11	-1	-1	-1	2	2	2	-0.1
Cc1ccc(-c2nnc(Cc3ccc(Cl)cc3)o2)cc1	1	-3	5	0	1	2	3	-15	2	0.2
COc1ccc(S(=O)(=O)N2CCCCCC2)cc1NC(=O)CCc1cc(OC)c(OC)c(OC)c1	0	-11	-5	-2	-2	3	-6	6	6	0.0
NC(=O)c1[nH]cnc1N=NN(CCO)Cc1ccccc1	12	-9	-2	7	4	0	7	-5	-2	0.7
O=C(Nc1ccc(F)c(Cl)c1)c1nsc(Cl)c1Cl	0	1	6	6	11*	-1	-5	2	2	1.0
CCc1ccc(N2CC(C(=O)Nc3ccc(S(=O)(=O)N4CCOCC4)cc3)CC2=O)cc1 (stereo unspecified)	-1	-6	-31	-6	-1	-2	2	6	-1	0.1
